High-throughput results deposited in PubChem BioAssay by National Center for Advancing Translational Sciences (NCATS).
USP1-UAF1 inh – Inhibitors of USP1/UAF1: Primary Screen | Ubiquitin carboxyl-terminal hydrolase 1 (Homo sapiens), O94782 | recombinant USP1/UAF1, Ub-Rhodamine cleavage fluorescence | Potency, µM (top dose mostly 57.1 µM), for the others: at the top dose activity change, negative = inhibition, most hits filed as inhibitors | hit rate 0.23% among 390,000 | AID 743255, 2014; note: potency is the fitted concentration of half-maximal effect; % is set by controls: 0 for no effect and ±100 for the full control effect; nearly all actives have a fitted effect of over 60% in size; inactives centre near -12
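High-throughput fluorogenic screen: 1nM USP1/UAF1 complex, Ub-Rho substrate 150nM final, 50mM HEPES pH 7.8 with 0.5mM EDTA, 0.1 mg/ml BSA, 1mM TCEP and 0.01% Tween-20.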
TRHR enhancer – qHTS for Small Molecule Agonists and Allosteric Enhancers of Human TRH Receptor: Primary Screen for Enhancers; enhancement, % at 2 µM; hit rate 0.66% among 360,000; TRHR cells, fluo-8 calcium fluorescence, EC20 TRH enhancement; Thyrotropin-releasing hormone receptor (Homo sapiens), P34981; AID 493056, 2011; in the data active = enhancement above about 30%; note: 0% is about no effect
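TRHR-expressing cells loaded with fluo-8 calcium dye were read kinetically (ex 480/em 530) during compound addition, then stimulated with an EC20 of TRH (10 nM final). Enhancement of the Gq-mediated intracellular calcium response was scored.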
TRHR agonist – qHTS for Small Molecule Agonists and Allosteric Enhancers of Human TRH Receptor: Primary Screen for Agonists | hit rate 0.18% among 360,000 | Thyrotropin-releasing hormone receptor (Homo sapiens), P34981 | TRHR cells, calcium flux fluo-8, FDSS agonist mode | activation, % at 2 µM; in the data active = activation above about 30%; note: 0% is about no effect
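Fluo-8-loaded TRHR cells; 10 s baseline, compound added, kinetic Ca2+ fluorescence read 1/s, agonist mode.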
TrxR1 substrate – qHTS Assay for Substrates of Mammalian Selenoprotein Thioredoxin Reductase 1 (TrxR1): qHTS; Thioredoxin reductase 1, cytoplasmic (Rattus norvegicus), O89049; purified TrxR1 substrate turnover, NADPH consumption readout; Potency, µM (doses to about 114 µM), for inactives: top-dose activity change, negative = substrate turnover; hit rate 0.01% among 390,000; AID 588456, 2011; note: potency is the fitted concentration of half-maximal effect; % is set by controls: 0 for no effect and ±100 for the full control effect; nearly all actives have a fitted effect of over 50% in size
Target sequence (O89049 whole entry, looked up): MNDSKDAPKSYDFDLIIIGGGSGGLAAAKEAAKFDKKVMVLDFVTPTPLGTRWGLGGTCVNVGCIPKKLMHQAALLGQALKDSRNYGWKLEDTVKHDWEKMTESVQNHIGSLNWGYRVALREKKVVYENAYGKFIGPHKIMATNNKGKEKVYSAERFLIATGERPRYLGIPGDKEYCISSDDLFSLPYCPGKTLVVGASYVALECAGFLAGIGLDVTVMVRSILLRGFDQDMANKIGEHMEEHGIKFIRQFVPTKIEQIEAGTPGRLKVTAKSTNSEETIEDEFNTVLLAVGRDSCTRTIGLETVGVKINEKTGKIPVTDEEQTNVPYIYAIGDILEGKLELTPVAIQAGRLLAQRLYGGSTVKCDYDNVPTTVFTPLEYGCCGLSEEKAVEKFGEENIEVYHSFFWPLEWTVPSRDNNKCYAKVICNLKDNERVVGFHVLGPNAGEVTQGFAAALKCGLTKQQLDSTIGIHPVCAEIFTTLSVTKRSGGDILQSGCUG
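Rat TrxR1, dispensed at 90 nM, was prereduced with 400 uM NADPH (final) for 5 min at ~22 deg C, then incubated with compound 15 min before 400 uM selenite. A first-read NADPH fluorescence drop versus no-compound background flagged substrates.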
mIDH1 inhibitor – qHTS for Inhibitors of mutant isocitrate dehydrogenase 1 (IDH1): qHTS; IDH1-R132H enzyme, NADPH consumption, diaphorase/resazurin fluorescence; Potency, µM (doses to about 76.6 µM), for the others: at the top dose activity change, negative = inhibition, hits mostly inhibitors; hit rate 0.093% among 390,000; AID 602179, 2012; note: potency is the fitted concentration of half-maximal effect; % is set by controls: 0 for no effect and ±100 for the full control effect; nearly all actives have a fitted effect of over 65% in size
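IDH1-R132H (0.5 ug/mL dispensed) in pH 7.5 Tris buffer was preincubated 30 min with compound, then given a substrate mix of 0.016 mM NADPH and 2 mM alpha-KG for 80 min at room temperature; remaining NADPH was read by diaphorase/resazurin fluorescence.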
D2 agonist – HTS Assay for Allosteric Agonists of the Human D2 Dopamine Receptor: Primary Screen for Agonists; D(2) dopamine receptor (Homo sapiens), P14416; HEK293 T-REx D2 cells, calcium flux agonist mode; activation, % at 2 µM; hit rate 0.53% among 340,000; AID 485358, 2010;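 active = activation over 3 SD above normal in the single-dose calcium agonist read, cut at about 30% in these data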; note: 0% is about no effect
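Tetracycline-induced HEK293 Trex cells with D2 receptor force-coupled to calcium signaling, plated overnight at 30 C and loaded with no-wash calcium dye. Calcium flux read kinetically for 180 s after compound addition; responses flag agonists.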
PI4K2A inh – qHTS for small molecular inhibitors of PI4K2A; Phosphatidylinositol 4-kinase type 2-alpha (Homo sapiens), Q9BTU6; purified PI4K2A, ADP-Glo luminescence, 1 h; stronger effect = lower value; activity change, negative = inhibition, % at 76.9 µM; hit rate 0.13% among 420,000; in the data active = activity change below about -50%; inconclusive = mostly about -30% to -49%;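 note: -100% = wells without enzyme as full effect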
Target sequence (Q9BTU6 whole entry, looked up): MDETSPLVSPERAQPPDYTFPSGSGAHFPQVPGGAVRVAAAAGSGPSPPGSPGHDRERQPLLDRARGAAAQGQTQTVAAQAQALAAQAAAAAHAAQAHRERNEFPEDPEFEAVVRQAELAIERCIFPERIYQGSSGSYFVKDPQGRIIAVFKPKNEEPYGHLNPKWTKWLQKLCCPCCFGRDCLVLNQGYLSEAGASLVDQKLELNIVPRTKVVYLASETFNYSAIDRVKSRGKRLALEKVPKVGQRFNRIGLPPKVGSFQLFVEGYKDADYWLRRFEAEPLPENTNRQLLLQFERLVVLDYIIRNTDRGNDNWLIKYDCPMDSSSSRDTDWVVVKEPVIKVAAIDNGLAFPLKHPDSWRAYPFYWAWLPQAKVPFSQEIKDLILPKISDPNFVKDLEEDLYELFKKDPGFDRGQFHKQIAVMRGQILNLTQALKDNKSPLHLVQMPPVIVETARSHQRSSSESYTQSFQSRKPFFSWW
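PI4K2A activity was measured by ADP-Glo luminescence: enzyme (4 ug/mL stock) and phosphatidylinositol (1.2 mM stock) in Tris pH 7.5/MgCl2/EGTA/Triton X-100 buffer were reacted with ATP (300 microM stock) for one hour at ambient temperature.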
rTrxR1 inhibitor – qHTS Assay for Inhibitors of Mammalian Selenoprotein Thioredoxin Reductase 1 (TrxR1): qHTS; Thioredoxin reductase 1, cytoplasmic (Rattus norvegicus), O89049; recombinant rTrxR1, NADPH fluorescence consumption, selenite substrate; Potency, µM (top dose mostly 114 µM), for the others: at the highest dose activity change, negative = inhibition, hits mostly inhibitors; hit rate 1% among 390,000; AID 588453, 2011; note: potency is the fitted concentration of half-maximal effect; % is set by controls: 0 for no effect and ±100 for the full control effect; nearly all actives have a fitted effect of over 65% in size
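Rat TrxR1 (90 nM in the dispensed reagent) was pre-reduced with 400 uM NADPH for 5 min at room temperature, then incubated with compound for 15 min. After 400 uM selenite was added, NADPH fluorescence (Ex 340/Em 450 nm) was followed for 8 min.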
D2 antagonist – HTS Assay for Allosteric Antagonists of the Human D2 Dopamine Receptor: Primary Screen for Antagonists; HEK293 TREx D2 cells, calcium flux, dopamine EC80; inhibition, % at 10 µM; hit rate 2% among 340,000; AID 485344, 2010; in the data active = inhibition above about 30%; note: 0% is about no effect
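Calcium flux kinetic readout in an inducible HEK293 TREx D2 line plated overnight at 30 C. After 180 s compound exposure, an EC80 dopamine challenge follows with another 180 s kinetic read to detect antagonism.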
An asterisk follows results filed as active; ? = inconclusive; · = not tested or not shown; & = joins results of further samples; [ ] = dose if it differs, or a comment. Unless noted, calls come from the whole dose curve; as a rule, active = well fitted inhibition curve with a large enough effect; inconclusive = small, poorly fitted or top-dose-only effect; inactive = no such curve, though single readings can be large or run the other way.

SMILES | USP1-UAF1 inh | TRHR enhancer | TRHR agonist | TrxR1 substrate | mIDH1 inhibitor | D2 agonist | PI4K2A inh | rTrxR1 inhibitor | D2 antagonist
Cc1ccc(C2CC(c3cccs3)=NN2S(=O)(=O)c2ccc(C)cc2)cc1 (centres undefined) | -12% | 1 | 1.6 | -3% | 0% | 0.5 | -1 | 10% | -16
Cc1cc(-n2c(SCC(=O)Nc3ccc(Br)cc3)nc3n[nH]c(C)c3c2=N)ccc1Cl | -22% | -1 | 1.3 | 11% | -4% | -1.1 | -9 | 28% | 3
COc1ccccc1-c1nc2c3ccccc3nc(=S)n2[nH]1 | -8% | 8 | 0.7 | -2% | -1% | 0.6 | 0 | -20% | -5
COc1ccc2[nH]cc(C3N4CC5(C)CN3CC(C)(C4)C5=O)c2c1 (centres undefined) | 1% | -5 | 0.7 | 9% | 6% | 58* | 2 | 24% | -22
O=C1C(O)CC2c3ccccc3CC3(CCCC3)N12 (centres undefined) | ? | -3 | -0.5 | 7%[57.1 µM] | 2% | -0.6 | -10 | -3%[57.1 µM] | -15
CCCCCCNC(=O)CC(NS(=O)(=O)c1ccc(NC(C)=O)cc1)C(C)C (centres undefined) | -10% | 0 | 0.1 | 2% | 7% | -0.1 | -1 | 9% | 1
CN(C)c1ccc(S(=O)(=O)NCC(=O)NCc2ccccc2)cc1[N+](=O)[O-] | -9% | -1 | -0.8 | -7% | 8% | 0.2 | -3 | 30% | -2
S=C(c1ccc(N2CCOCC2)cc1)N1CCOCC1 | -3% | 5 | -1.4 | 6% | 0% | · | 0 | 21% | ·
COC(=O)c1cc2nc(-c3ccccc3)cc(C)n2n1 | -19% | 3 | -0.2 | 14%[57.1 µM] | 0% | -0.2 | -2 | 7%[57.1 µM] | -10
CCOC(=O)C1CCCN(CC(O)COc2ccccc2C(C)=O)C1 (centres undefined) | -8% | -7 | 0.1 | -3% | -3% | -0.8 | 3 | -2% | -9
COc1ccc(N2C(=O)CSC2c2ccncc2)cc1 (centres undefined) | -23% | -5 | 0.1 | 8%[57.1 µM] | -3% | 2.5 | 1 | 16%[57.1 µM] | -7
C1=C(CCNC2=NCCCCC2)CCCC1 | -10% | 10 | -0.7 | 3% | 4% | 0.9 | -2 | 16% | 4
CCOC(=O)CSC1=C(C#N)C(c2sccc2C)CC(=O)N1 (centres undefined) | -13% | 2 | -1.1 | -3% | 4% | · | 0 | 1% | ·
CC(Sc1nc(NCc2ccccc2)nc(N2CCOCC2)n1)C(=O)Nc1ccccc1 (centres undefined) | -20% | 2 | 0.8 | -9%[57.1 µM] | -2% | 0.3 | -8 | 10%[57.1 µM] | -12
COc1cc(Cl)ccc1OCc1cc(C(=O)N2CCN(C)CC2)no1 | -11% | 14 | -0.5 | -3%[57.1 µM] | -1% | 0.7 | 9 | 21%[57.1 µM] | 6
Cc1cc(C)n2ncc(-c3cccc(Br)c3)c2n1 | -4% | 2 | -0.7 | 9% | -3% | 0.9 | -1 | 15% | -18
CCOc1ccc2nc(NC(=O)CSCC(=O)Nc3cc(C)on3)sc2c1 | -18% | 2 | 0.0 | -10%[57.1 µM] | 4% | -1.3 | -7 | -1% | -1
COC(=O)Nc1ccc(S(=O)(=O)N2CCC(C(=O)NC3CCCCC3)CC2)cc1 | -13% | 5 | -1.3 | -2% | -6% | -4.9 | -2 | 12% | -5
CCCc1nnc(SCC(=O)Nc2ccc(Cl)cc2Cl)o1 | -20% | 5 | -0.8 | -4%[57.1 µM] | 3% | -0.7 | -5 | 1%[57.1 µM] | -6
CCOC(=O)C1C(=O)OC2(CCOC(C)(C)C2)C1C(=O)OCC (centres undefined) | -4% | -4 | 0.4 | -4% | 5% | 1.6 | 2 | 5%[57.1 µM] | 4
CCCC(=O)Nc1ccc(Cl)c(NC(=O)c2cccnc2Cl)c1 | -4% | -2 | 0.6 | 14% | 8% | 0.1 | -7 | 35%[activator] | 5
CC(=O)c1ccc(NC(=O)CCCc2nc(-c3cccc(C)c3)no2)cc1 | -23% | -2 | 0.3 | -5% | -2% | -1.4 | -3 | -4% | ·
CCOc1ccc2nc(N3CCCC(C(=O)NCc4ccc(C)cc4)C3)sc2c1 (centres undefined) | -8% | 3 | -0.2 | 4% | 6% | -0.3 | -2 | 9% | ·
CCCn1c(=O)c2sccc2n2c(CCCC(=O)N3CCN(c4ccccc4)CC3)nnc12 | -24% | 2 | -0.1 | 2% | -2% | -0.7 | 1 | 8% | ·
O=c1cc(CNCCCO)c2ccccc2[nH]1 | -9% | 3 | 1.1 | -3% | 6% | 1.5 | 5 | 22%[57.1 µM] | 24

An excerpt of these results, comma-delimited.
Molecule,USP1-UAF1 inh,TRHR enhancer,TRHR agonist,TrxR1 substrate,mIDH1 inhibitor,D2 agonist,PI4K2A inh,rTrxR1 inhibitor,D2 antagonist
CCCC(=O)Nc1ccc(Cl)c(NC(=O)c2cccnc2Cl)c1,-4%,-2,0.6,14%,8%,0.1,-7,35%[activator],5
CC(=O)c1ccc(NC(=O)CCCc2nc(-c3cccc(C)c3)no2)cc1,-23%,-2,0.3,-5%,-2%,-1.4,-3,-4%,·
CCOc1ccc2nc(N3CCCC(C(=O)NCc4ccc(C)cc4)C3)sc2c1 (centres undefined),-8%,3,-0.2,4%,6%,-0.3,-2,9%,·
CCCn1c(=O)c2sccc2n2c(CCCC(=O)N3CCN(c4ccccc4)CC3)nnc12,-24%,2,-0.1,2%,-2%,-0.7,1,8%,·

The list continues.
SMILES | USP1-UAF1 inh | TRHR enhancer | TRHR agonist | TrxR1 substrate | mIDH1 inhibitor | D2 agonist | PI4K2A inh | rTrxR1 inhibitor | D2 antagonist
COc1ccc(CN2C(=O)C(CC(C)C)Nc3ncnc(N4CCN(c5ccccc5)CC4)c32)cc1 (centres undefined) | -5% | -3 | 0.1 | 6% | 15% | 0.6 | -4&1 | 5% | 9
O=C(NCC(O)c1ccccc1)c1cccs1 (centres undefined) | -16% | -4 | 0.2 | 1% | 4% | 0.4 | 5 | 12% | 4
CCC(C(=O)OCc1cc(=O)n2nc(C)sc2n1)c1ccccc1 (centres undefined) | -10% | 2 | 0.4 | -12%[57.1 µM] | 4% | -0.1 | 6 | -11%[57.1 µM] | ·
COc1cc(NC(=O)c2nn(-c3ccc(C)cc3)c(=O)c3c2c2ccccc2n3C)cc(OC)c1OC | ? | 6 | 0.5 | 4% | · | -0.5 | 2 | 30% | ·
Cc1cc(C)nc(SCC(N)=O)n1 | -1% | -3 | -2.8 | 2% | 10% | -1.4 | 1 | 22% | 12
CN1CCCN(S(=O)(=O)c2cccc(Cl)c2Cl)CC1 | -15% | -1 | 0.1 | -3% | -3% | -5.0 | -1 | 1% | -2
O=S(=O)(Nc1ccc(S(=O)(=O)Nc2ccccc2)cc1)c1ccccc1 | -9% | 7 | 0.1 | 1% | -6% | 0.5 | 0 | 4% | -3
Cc1ccc(NC(=O)CN(C)C(=O)CSc2nc(C)cs2)cc1 | -20% | 0 | -0.1 | 2%[57.1 µM] | 3% | 0.7 | -4 | 7%[57.1 µM] | 25
Cc1ccccc1OCCN1C(=O)NC2(CCCc3ccccc32)C1=O (centres undefined) | -24% | -3 | 0.6 | 11%[57.1 µM] | -1% | 1.5 | -7 | 15%[57.1 µM] | 6
Cc1ccc2c(c1Br)/C(=N/N1C(=O)c3ccccc3C1=O)C(=O)N2 | -19% | 11 | 0.6 | -7% | 6% | 1.2 | 8 | -9% | 16
COc1cc(-c2cc(C(=O)NN3CCN(C)CC3)c3ccccc3n2)cc(OC)c1OC | · | -2 | 0.2 | · | · | -1.3 | · | · | 6
COc1ccc(-c2nnc(NC(=O)c3cccs3)s2)c(OC)c1 | -25% | 7 | 2.4 | 16% | 6% | 1.0 | -2 | 16% | -7
COc1ccc(CC(=O)Nc2ccc(C(=O)NC(C)(C)C)cc2)cc1OC | -13% | -4 | -0.6 | -3% | 2% | -0.1 | 3 | 12% | -5
C=CCn1c(SCC(=O)OCc2ccccc2)nc2c1c(=O)n(C)c(=O)n2C | -12% | -4 | -1.4 | -4%[57.1 µM] | 4% | -0.8 | 3 | 13%[57.1 µM] | -9
COc1cccc(C(=O)NC(=S)Nc2ccc3oc(=O)ccc3c2)c1 | -14% | 3 | -0.6 | -5% | 7% | -1.9 | 0 | ? | -10
Cc1cc(C)nc(-n2ncc3c2CC(c2ccc(F)cc2)CC3=O)n1 (centres undefined) | -14% | -5 | 0.3 | -5% | 13% | 0.5 | 1 | 9% | 2
C/C(=N\NC(=O)CN1CCN(Cc2ccccc2)CC1)c1ccncc1 | -20% | -1 | 0.2 | -1% | -1% | · | 1 | 6% | ·
CN(C)CCC(Oc1ccccc1OCc1ccccc1)c1ccccc1 (centres undefined) | -19% | · | · | 3% | 12% | · | 2 | 15% | ·
COC(=O)C1=C(COc2ccc(C=O)cc2OC)NC(=O)NC1c1cc(C)ccc1C (centres undefined) | -15% | 3 | -1.7 | -8% | 5% | -0.5 | 3 | -12% | -8
